From PubChem
PP5 inh – blocks human protein phosphatase 5 activity. P53041. purified PP5c, OMFP substrate fluorescence. inhibition, % at 6.7 µM. hit rate 0.18% among 320,000. AID 1987;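 active means inhibition above the campaign's mean inhibition across all tested compounds plus 3 SD, cut at about 9.5% in these data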;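 further: 0% = DMSO only and 100% = 100 µM cantharidin control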
Target sequence (P53041 whole entry, looked up): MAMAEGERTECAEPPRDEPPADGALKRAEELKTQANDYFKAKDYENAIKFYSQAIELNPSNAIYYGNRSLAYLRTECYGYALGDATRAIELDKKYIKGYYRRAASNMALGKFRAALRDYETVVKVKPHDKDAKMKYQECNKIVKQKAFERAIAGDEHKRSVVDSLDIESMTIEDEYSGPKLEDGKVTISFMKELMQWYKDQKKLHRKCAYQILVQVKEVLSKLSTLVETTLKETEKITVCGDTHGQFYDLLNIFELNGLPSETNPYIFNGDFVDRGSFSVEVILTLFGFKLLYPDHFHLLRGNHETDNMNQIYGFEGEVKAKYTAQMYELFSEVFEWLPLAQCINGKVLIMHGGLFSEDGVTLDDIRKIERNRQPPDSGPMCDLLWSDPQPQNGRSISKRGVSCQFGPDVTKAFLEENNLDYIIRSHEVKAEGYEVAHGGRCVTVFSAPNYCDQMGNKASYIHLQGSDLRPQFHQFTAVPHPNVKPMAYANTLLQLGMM
CTSL1 counter – counter-screen for PFM18AAP inhibitors: inhibitors of F. hepatica cathepsin L1; hit rate 0.49% among 300,000; inhibition, % at 5.96 µM; recombinant F. hepatica cathepsin L1, Z-Leu-Arg-MCA fluorescence;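 active means inhibition above the mean of all tested compounds plus 3 SD, set per screening campaign, cut at about 17% in these data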;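 further: 0% = plate median of test compound wells and 100% = 1 µM Z-Phe-Ala-diazomethylketone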
EBNA-1 inh – blocks EBNA-1 binding to DNA. EBNA-1 DNA binding, fluorescence polarization. inhibition, % at 14.8 µM. hit rate 0.34% among 300,000; in the data active means inhibition above about 28%
PP1 counter – counter-screen for PP5 inhibitors: inhibitors of human PP1-alpha; P62136; purified PP1alpha, OMFP fluorescence; inhibition, % at 6.7 µM; hit rate 0.9% among 320,000; AID 2235;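 active means inhibition above the mean inhibition of all tested compounds plus 3 SD, computed separately for each screening campaign, cut at about 15% in these data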
Target sequence (P62136 whole entry, looked up): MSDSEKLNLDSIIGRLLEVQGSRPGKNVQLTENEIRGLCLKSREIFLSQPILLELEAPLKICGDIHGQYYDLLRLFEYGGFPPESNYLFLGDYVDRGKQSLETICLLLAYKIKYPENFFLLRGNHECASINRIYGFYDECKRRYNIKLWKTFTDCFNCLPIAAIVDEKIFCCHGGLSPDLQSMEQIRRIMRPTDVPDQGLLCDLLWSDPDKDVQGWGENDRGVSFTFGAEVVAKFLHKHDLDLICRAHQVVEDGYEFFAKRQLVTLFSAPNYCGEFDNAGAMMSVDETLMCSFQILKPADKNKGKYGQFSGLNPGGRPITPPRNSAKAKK
PREPL inhibitor – inhibitors of human prolyl oligopeptidase-like enzyme PREPL; Q4J6C6; recombinant PREPL, fluorescence polarization activity-based probe; inhibition, % at 5.96 µM; hit rate 0.68% among 320,000; AID 2751; in the data active means inhibition above about 43%;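 further: 0% = enzyme with DMSO and 100% = wells lacking enzyme; many of its hits are not listed in these tables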
TPT1 inhibitor – blocks Candida albicans tRNA 2'-phosphotransferase | inhibition, % at 5 µM | recombinant caTPT1, FP RNA substrate dephosphorylation | hit rate 0.81% among 300,000;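 active means inhibition above the mean of all tested compounds plus 3 SD, set per screening campaign, cut at about 24% in these data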;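 further: plate controls were DMSO alone for no effect and ferristatin control at 100 nM for full effect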
HCV core dimer – blocks dimerization of HCV core protein. TR-FRET GST/Flag-core106 dimerization, 1536-well. inhibition, % at 5 µM. hit rate 0.33% among 300,000;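 active means inhibition above the mean of all tested compounds plus 3 SD, set per screening campaign, cut at about 45% in these data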
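Assay system: Tagged HCV core106 pair (GST and Flag) | Buffer or medium: KF-containing HEPES buffer, pH 7.45, DTT, CHAPS, BSA | Also added: Eu donor and XL665 acceptor anti-tag antibodies | Dosing: One concentration, 5 µM, in 0.5% DMSO | Timing: 4 h at 22.5 °C | Technique: TR-FRET 671 and 617 nm emission | Repeats: Singlicate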
ZTA DNA inh – counter-screen for EBNA-1 inhibitors: inhibitors of Epstein-Barr virus ZTA; P03206; ZTA-DNA binding, fluorescence polarization; inhibition, % at 11 µM; hit rate 0.15% among 320,000; AID 2234; in the data active means inhibition above about 33%
Efflux pump mplx – antifungal efflux pump inhibition, Nile Red retention. S. cerevisiae Candida pump triplex. inhibition, % at 10 µM. hit rate 0.44% among 330,000. AID 485275;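 active means plate passing quality check with inhibition over a set limit, or well fluorescence over plate mean plus 4 SD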;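 further: Nile Red retained in pooled yeast measured as flow cytometry median fluorescence; 0% = buffer negative control and 100% = Enniatin B positive control; higher means more Nile Red kept so more efflux inhibition; some compounds called inactive have numbers as strong as hits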
* = called active by the depositor; . = not tested or not shown. Some of the compounds tested; rates above refer to the full screens.

(1) O=C(NCCN1CCOCC1)c1cc2c(=O)n3ccccc3nc2n1Cc1ccccc1
(2) CCCCC1CCC(c2nc(-c3cccnc3)no2)CC1 (centres undefined)
(3) CCN1C(=O)c2ccc(C(=O)NCc3ccc4c(c3)OCO4)cc2C1=O
(4) Cc1c(C=O)c(Cl)n(C)c(=O)c1C#N
(5) COCCN(C(=O)c1ccc(N2CCCC2=O)cc1)c1c(N)n(CC(C)C)c(=O)[nH]c1=O
Compound	1	2	3	4	5
PP5 inh	-2.9	-0.9	-2.0	5.7	1.7
CTSL1 counter	4	-3	0	67*	.
EBNA-1 inh	9	4	1	9	.
PP1 counter	-5	3	-2	4	-3
PREPL inhibitor	4	-12	4	10	0
TPT1 inhibitor	4	-8	-2	-16	.
HCV core dimer	5	-4	2	-1	.
ZTA DNA inh	2	15	13	15	0
Efflux pump mplx	0.0	0.0	0.0	-0.2	0.0

(6) O=C(Nc1cccc2ccccc12)c1ccc([N+](=O)[O-])s1
(7) CCOC(=O)C(CCCCCOc1ccccc1[N+](=O)[O-])C(=O)OCC
(8) Cc1nn(Cc2ccccc2Cl)c(C)c1NC(=O)c1nc2ncccn2n1
(9) COC(=O)c1ccc(C(NC(=O)OCc2ccccc2)/C(F)=C/[C@@H](C)C(=O)NCc2ccc(-c3ccccc3)cc2)cc1 (some centres undefined)
(10) Cc1oc2c(CN3CCCC3)c(O)ccc2c(=O)c1-c1ccccc1
Compound	6	7	8	9	10
PP5 inh	4.3	1.1	0.1	1.4	-2.5
CTSL1 counter	3	2	2	0	3
EBNA-1 inh	-7	11	0	-5	1
PP1 counter	-1	4	-3	5	-2
PREPL inhibitor	22	15	3	-10	3
TPT1 inhibitor	-2	-2	0	0	-2
HCV core dimer	-4	-6	7	10	3
ZTA DNA inh	-7	11	18	-12	-9
Efflux pump mplx	-0.1	0.2	0.0	0.1	0.0

(11) COc1cc(-n2c(=O)c3ccccc3n(Cc3cccnc3)c2=O)cc(OC)c1OC
(12) Cc1ccc(OCC(=O)Nc2cc(S(=O)(=O)N3CCCCC3)ccc2N2CCN(C)CC2)c(C)c1
(13) COc1ccc(CC(=O)NCc2ccccc2)cc1S(=O)(=O)N1CCOCC1
(14) O=C1c2ccccc2C(=O)N1CCCSc1nc2ccccc2o1
(15) COc1ccc(CCN(C)CC(=O)Nc2c(C)cc(C)cc2C)cc1OC
Compound	11	12	13	14	15
PP5 inh	2.1	1.5	0.2	3.0	2.6
CTSL1 counter	3	5	0	-5	-1
EBNA-1 inh	-2	3	-13	-8	-1
PP1 counter	3	4	-4	0	-1
PREPL inhibitor	3	5	3	-14	-3
TPT1 inhibitor	-2	1	-1	5	-4
HCV core dimer	2	1	-8	0	2
ZTA DNA inh	7	2	-10	10	-14
Efflux pump mplx	0.1	0.0	0.3	0.1	0.0

(16) COc1ccc(N2CCN(C(=O)CCCn3c(=O)[nH]c4cc(Cl)ccc4c3=O)CC2)cc1
(17) Cc1cccc(NC(=S)NCC(c2cccnc2)N2CCOCC2)c1 (centres undefined)
(18) CCc1ccccc1NC(=O)NC1CC2CCC(C1)N2Cc1ccco1 (centres undefined)
(19) COCCNC(=O)CSc1nccn1Cc1ccc2c(c1)OCO2
(20) Cc1cc(C(=O)OCC(=O)N2CC(=O)Nc3ccccc32)c(C)n1-c1ccc(F)cc1
Compound	16	17	18	19	20
PP5 inh	0.3	2.0	0.3	-1.0	-0.4
CTSL1 counter	12	-5	0	2	-1
EBNA-1 inh	1	4	-2	-10	-1
PP1 counter	0	-2	0	-2	0
PREPL inhibitor	13	15	4	1	-27
TPT1 inhibitor	-3	-1	2	4	0
HCV core dimer	3	2	-3	0	20
ZTA DNA inh	-4	-9	10	4	0
Efflux pump mplx	-0.1	0.1	0.0	0.0	-0.2

(21) Cc1ccc(NC(=O)CSCC(=O)NNC(=O)c2ccoc2C)cc1
(22) CC1CC(=O)c2cnc(Nc3ccccc3)nc2C1 (centres undefined)
(23) CCC(=O)c1ccc(OCCSc2ncccn2)cc1
(24) O=c1c2ccccc2nc(SCc2cccc(F)c2)n1-c1cccc(S(=O)(=O)N2CCCC2)c1
(25) Cc1ccc(NCC(=O)N/N=C/c2cc(O)ccc2[N+](=O)[O-])cc1
Compound	21	22	23	24	25
PP5 inh	1.9	0.7	0.0	1.2	-1.6
CTSL1 counter	-1	0	2	-1	1
EBNA-1 inh	6	-9	-9	1	-2
PP1 counter	-3	0	0	12	-1
PREPL inhibitor	-11	3	13	38	13
TPT1 inhibitor	0	-2	1	2	0
HCV core dimer	2	-3	-2	23	-6
ZTA DNA inh	-2	-18	-8	4	-1
Efflux pump mplx	-0.3	-0.1	-0.1	-0.1	-0.2

(26) O=C(Sc1cccc2cccnc12)c1ccccc1Br
(27) CC(=O)NCC(=O)NC(C(=O)Nc1ccc2c(c1)OCCO2)c1ccc(C)cc1 (centres undefined)
(28) CN(C)CCCN(C(=O)COc1ccccc1)c1nc2cc3c(cc2s1)OCCO3
(29) O=C(Cn1nnc(-c2ccccc2)n1)Nc1ccc2c(c1)OCO2
(30) CCN1CCN(C(c2cccnc2)c2cc(Cl)c3cccnc3c2O)CC1 (centres undefined)
Compound	26	27	28	29	30
PP5 inh	0.9	1.2	3.0	0.3	0.4
CTSL1 counter	3	-9	1	2	-1
EBNA-1 inh	-4	4	-12	6	4
PP1 counter	-4	-4	-2	-3	4
PREPL inhibitor	-4	-2	-31	10	-2
TPT1 inhibitor	3	3	-2	-3	1
HCV core dimer	2	1	-9	5	-3
ZTA DNA inh	-2	17	-11	7	-9
Efflux pump mplx	0.1	0.0	0.1	-0.3	-0.1

(31) COc1ccc(S(=O)(=O)N2CCCC2C(=O)NCC(=O)Nc2cccc(Cl)c2C)cc1 (centres undefined)
(32) O=S(=O)(c1ccc(Cl)nc1)N1CCCc2ccccc21
(33) Cc1ccc(CN(Cc2ccco2)C(=S)NCC(=O)O)cc1
(34) CCOC(=O)C1NN=C(C(=O)c2ccccc2)C1c1ccccc1 (centres undefined)
(35) O=C(CN1C(=O)CCC1=O)NCC12CC3CC(CC(C3)C1)C2
Compound	31	32	33	34	35
PP5 inh	-1.2	-0.8	3.4	-0.2	-1.4
CTSL1 counter	0	-2	0	-4	1
EBNA-1 inh	-12	0	-5	1	0
PP1 counter	1	2	-5	-2	-4
PREPL inhibitor	9	-1	-3	-5	3
TPT1 inhibitor	0	-7	3	1	3
HCV core dimer	-11	-4	-3	8	1
ZTA DNA inh	8	-4	0	0	-8
Efflux pump mplx	0.2	-1.7	0.2	0.0	-0.1

(36) Cc1ccc(S(=O)(=O)N2CCc3c2cc([N+](=O)[O-])cc3[N+](=O)[O-])cc1
(37) O=C(NNC(=O)c1cc(C(F)(F)F)cc(C(F)(F)F)c1)c1ccc(Cl)cc1
(38) COc1ccc(COC(=O)C2CCN(S(=O)(=O)c3ccc(F)cc3)CC2)cc1
(39) O=C(NCCNC(=O)C(F)(F)F)c1ccncc1
(40) Cc1ccc(OCC(O)CN2CC3(C)CC2CC(C)(C)C3)cc1 (centres undefined)
Compound	36	37	38	39	40
PP5 inh	0.0	3.6	3.5	-2.6	0.0
CTSL1 counter	0	1	7	6	1
EBNA-1 inh	-11	10	-9	2	-4
PP1 counter	2	5	0	-4	1
PREPL inhibitor	10	15	8	3	18
TPT1 inhibitor	0	-4	0	0	-1
HCV core dimer	17	-2	2	-1	-1
ZTA DNA inh	8	4	-13	11	3
Efflux pump mplx	-0.1	-0.2	0.2	0.1	2.1

(41) Cc1ccccc1CN(C)CC(=O)Nc1cccc(S(=O)(=O)N(C)c2ccccc2)c1
(42) O/N=C(/c1ccccc1)c1cc2cc(Br)cc(Br)c2o1
(43) COc1ccc(CCN(C)S(=O)(=O)c2cn(C)c(=O)n(C)c2=O)cc1OC
(44) Cc1cccc(N(C(=O)Cn2nnc3ccccc32)C(C(=O)NCc2ccco2)c2ccncc2)c1 (centres undefined)
(45) Cc1[nH]c(=O)[nH]c(=O)c1CSc1nnc([C@H](CC(C)C)NC(=O)OC(C)(C)C)o1
(46) CC(C)(C)C(=O)Nc1cccc(C(=O)c2cccc(NC(=O)C(C)(C)C)c2)c1
Compound	41	42	43	44	45	46
PP5 inh	0.3	-0.8	1.4	2.3	3.0	0.9
CTSL1 counter	6	-3	.	0	4	-2
EBNA-1 inh	5	10	.	-8	-6	-6
PP1 counter	-3	0	0	0	-3	-4
PREPL inhibitor	-2	-6	11	-2	2	6
TPT1 inhibitor	1	2	.	1	-1	0
HCV core dimer	11	1	.	-2	-1	1
ZTA DNA inh	15	17	8	0	0	1
Efflux pump mplx	0.0	-0.2	0.3	0.1	0.2	0.1
